hcGAS lum – human cGAS inhibition. Q8N884. recombinant h-cGAS, ATP depletion, Kinase-Glo luminescence. inhibition, % at 12.5 µM. actives 0.081% (n = 290,000);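 further: 0% = vehicle reaction and 100% = reaction without DNA for no activity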
Target sequence (Q8N884 whole entry, looked up): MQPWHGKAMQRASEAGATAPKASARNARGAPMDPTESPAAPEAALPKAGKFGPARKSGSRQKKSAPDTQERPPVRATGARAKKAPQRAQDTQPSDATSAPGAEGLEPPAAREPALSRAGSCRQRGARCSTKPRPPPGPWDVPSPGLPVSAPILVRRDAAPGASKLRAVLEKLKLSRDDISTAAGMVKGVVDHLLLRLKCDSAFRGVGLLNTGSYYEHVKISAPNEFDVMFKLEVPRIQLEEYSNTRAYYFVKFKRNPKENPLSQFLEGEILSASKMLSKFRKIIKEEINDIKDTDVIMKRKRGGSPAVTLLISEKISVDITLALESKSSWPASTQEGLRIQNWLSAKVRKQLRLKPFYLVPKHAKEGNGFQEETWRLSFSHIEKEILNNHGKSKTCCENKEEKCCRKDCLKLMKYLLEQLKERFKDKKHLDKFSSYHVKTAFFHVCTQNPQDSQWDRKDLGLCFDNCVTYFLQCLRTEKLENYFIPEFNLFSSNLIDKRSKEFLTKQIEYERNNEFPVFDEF
mcGAS lum – mouse cGAS inhibition by luminescence; Q8C6L5; inhibition, % at 12.5 µM; actives 0.15% (n = 160,000); recombinant cGAS, Kinase-Glo ATP depletion luminescence;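 further: 0% = negative control wells and 100% = reference inhibitor with no enzyme activity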
NPYLR7 ag – mosquito NPYLR7 agonism | activation, % at 10 µM | HEK293T NPYLR7/Galpha15, GCaMP6s calcium fluorescence | actives 0.15% (n = 270,000); in the data active means activation above about 40%;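 further: 0% = vehicle and 100% = reference agonist at the receptor; some compounds past the cut are filed as inactive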
* = called active by the depositor; . = no result given; & = joins results of further samples. Unless noted, no stated cut-off is given here; in the data, active means inhibition above about 40%; inactive means the rest.

SMILES	hcGAS lum	mcGAS lum	NPYLR7 ag
CC(C)C/C=C/C=C\C(O)=N[C@@H](CC(=N)O)C(O)=N[C@@H]1C(O)=N[C@H](c2ccc(O)cc2)C(O)=N[C@H](CCCN)C(O)=N[C@H]([C@H](C)O)C(O)=N[C@@H](c2ccc(O)cc2)C(O)=N[C@H](c2ccc(O)cc2)C(O)=N[C@@H]([C@H](C)O)C(O)=N[C@@H](Cc2ccccc2)C(O)=N[C@H](CCCN)C(O)=N[C@@H](c2ccc(O[C@@H]3O[C@H](CO)[C@H](O)[C@@H](O)[C@@H]3O[C@@H]3O[C@H](CO)[C@@H](O)[C@H](O)[C@H]3O)cc2)C(O)=NC(C(C)O)C(O)=N[C@@H](c2ccc(O)cc2)C(O)=NCC(O)=N[C@@H](CC(C)C)C(O)=N[C@H](C)C(O)=N[C@@H](c2ccc(O)c(Cl)c2)C(=O)O[C@@H]1C(=N)O (stereo not given in full)	-5.7	.	0.3
CCn1nnnc1SCC(=O)Nc1ccccc1F	-7.3	.	2.9
O=C(NNC(=O)C12CC3CC(CC(C3)C1)C2)C1CCCCC1C(F)(F)F (stereo not given)	-1.3	.	-0.6
CCCCCCc1cc2cc(-c3csc(NC(C)=O)n3)c(=O)oc2cc1O	-7.4	-7.3	7.6
CCc1ccc(C(=O)N2CCc3ncn4nc(-c5ccc(C)cc5)nc4c3C2)cc1	7.8	-1.5	2.8
Cc1ccccc1N(C(C)C(=O)O)S(C)(=O)=O (stereo not given)	-2.7	.	-9.1
CCn1c(=O)c2c(nc3n(C(C)C)c(C)cn23)n(C)c1=O	-2.1	.	4.2
O=C(NCCSC1=Nc2ccccc2CS1)OCC(F)(F)F	-6.6	.	-0.5
CCn1c(SCC(=O)c2ccccc2)nc2c(c1=O)SCC2	-7.0	-6.3	-2.3
CCC1CN(C(=O)Cn2cc(C)c(=O)[nH]c2=O)CCN1 (stereo not given)	-4.0	-13.9	4.3
CCn1ccc2cc(CN3CCC4(CCNC(=O)CC4)CC3)ccc21	1.7	.	-18.8
CCOC(=O)c1c(C)[nH]c(C(=O)CN2CCN(c3ccccc3)CC2)c1C	-9.4	-0.5	8.5
CN(C)CCCN(C(=O)c1ccc(Cl)s1)c1nc2c(F)cccc2s1	-1.3	-5.7	3.2
O=C(Cn1cnc2c(nnn2Cc2ccccc2)c1=O)NCc1ccc2c(c1)OCO2	-2.6	.	9.4
COc1nonc1NC(=O)C(F)(OC)C(F)(F)F (stereo not given)	3.2	.	-5.5
O=C(O)c1ccccc1CN1CC[C@@H](c2ccc3ccccc3c2)[C@H](O)C1	-4.2	-17.1	.
CCNC(=O)[C@@]1(OCc2cccc(F)c2)CC(OCc2ccc(C#N)cc2)[C@@H]2OC(C)(C)O[C@@H]2C1 (stereo not given in full)	-8.7	-6.4	29.2
COc1ccc(CN2CCC2(C)C(=O)NC2CCN(Cc3ccccc3)CC2)c2ccccc12 (stereo not given)	2.1	0.8	-2.9
CCOC(=O)C1(C)CCN1C(=O)c1ccc(OC)cc1OC (stereo not given)	-4.2	.	-0.9
O=S1(=O)CCC(NC(=S)Nc2ccc(OC(F)F)cc2)C1 (stereo not given)	-12.6	.	11.0
Brc1ccc(-c2nc(N3CCC(Cc4ccccc4)CC3)c3ccccc3n2)cc1	5.0	-2.6	0.0
CCn1nc(C)c(CN(CCOC)C(=O)c2ccnc3ccccc23)c1C	-0.3	-7.3	-0.2
CC(C)Cc1c(O)nc(SCCN2CCOCC2)[nH]c1=O	-5.7	-5.1	-3.2
Cc1cccc(-c2ncc(CN3CCCC(c4nc(CC(C)C)no4)C3)cn2)c1 (stereo not given)	-2.8	-14.0	7.9
Cc1ccccc1C(=O)NCCn1ncc2c(=O)n(Cc3ccccc3)cnc21	-3.3	-7.8	-4.4
c1ccc(C2=N[C@@H](c3ccccc3)[C@@H](c3ccccc3)N2)cc1	-2.5	.	-3.9
COc1ccc(OCC(O)CN(CCC(C)C)Cc2ccc(C)s2)cc1 (stereo not given)	-6.7	-5.3	30.1
COC(=O)C(Cc1ccccc1)NC(=O)c1ccc(CSc2nnc3ccccn23)cc1 (stereo not given)	-4.1	0.5	4.1
Cc1cc(NC(=O)CSc2nc(=O)n(CCN(C)C)c3c2CCCC3)no1	-13.7	-8.0	-0.7
CN(C)c1cccc(C(=O)N2CCN(c3ccc(NC(=O)c4ccco4)cn3)CC2)c1	-9.1	-6.6	32.9
CCOc1ccc(/C=C2N=C(/C=C/c3ccc([N+](=O)[O-])cc3)OC/2=O)cc1	-2.4	.	-4.0
Cc1ccc(OC2(C(=O)NCCNc3cccnc3)CCNCC2)cc1	-2.1	-9.2	-7.3
Cc1ccccc1C1N2CC3([N+](=O)[O-])CN1CC([N+](=O)[O-])(C2)C3(C)C (stereo not given)	-13.4	.	3.7
CC(C)(C)CC(=O)NS(=O)(=O)c1cccc2ncccc12	-5.2	.	-18.2
O=C(NCC1(c2ccccc2)CCOCC1)c1cn(CCN2CCCCC2)nn1	-7.3	.	15.1
COC(=O)c1cc(C(=O)OC)cc(S(=O)(=O)Nc2ccc(F)cc2F)c1	-3.8&1.3	.	6.4&-0.6
N=C(N)c1cccc(C(F)(F)F)c1	0.2	-0.1	.
CC(C)CNC(=O)C1(C)CCCN1C(=O)c1cncc(Br)c1 (stereo not given)	-13.0	-6.7	7.0
CC(C)Cc1noc(C2CCCN(C(=O)c3cc4n(n3)CCCN(C)C4)C2)n1 (stereo not given)	-6.2	-3.3	.
CC(=O)N1CCN(C(=O)CC(c2cccc3c2OCO3)c2c[nH]c3ccccc23)CC1 (stereo not given)	-0.1	-3.6	3.5
C=CCN(Cc1cccn1Cc1ccc(F)cc1)CC(C)O (stereo not given)	-5.5	-3.2	-4.7
O=C(c1cccc(F)c1)N(Cc1nccn1Cc1ccc(Cl)cc1Cl)CC1CC1	-3.8	-8.3	3.4
COc1cccc(C2=NN(C(=O)c3ccco3)C(c3ccccc3O)C2)c1 (stereo not given)	-8.1	.	-5.5
Cc1ccc2nc(N=C(N)N)nc(C)c2c1	-1.8	-3.0	6.1
O=[N+]([O-])c1ccc(Cn2c3[n+](c4ccc(C(F)(F)F)cc42)CCCCC3)cc1	-4.0	.	1.6
COc1cc(-c2nc(Cn3cccn3)c(C)o2)cc2c1OCO2	-10.5	.	2.9
O=C(c1cccc(F)c1)N1CCN(c2nc(-c3ccc(Cl)cc3)nc3ccccc23)CC1	-6.8	-4.1	16.9
CCN(CC)C(=O)c1ccc2sc([C@@H]3O[C@H](CO)[C@H](O)[C@H](O)[C@H]3O)nc2c1	-8.1	-7.2	-0.9
CNC(=O)CN1c2ccccc2C(=O)N(C)C1c1ccc(C2CC2C)o1 (stereo not given)	-3.1	-2.8	-3.2
O=C(c1ccc(Br)cc1F)N1CCCc2ccccc21	-12.1	.	9.4
O=C(CN1CCN(Cc2ccc(Cl)s2)CC1)Nc1cc(Cl)ccc1-n1cncn1	-7.6	.	-2.0
CN(C(=O)CC1C(=O)NCCN1Cc1c(F)cccc1Cl)C1CCOCC1 (stereo not given)	0.3	.	-9.9
CC(c1nc2ccccc2c(=O)n1-c1ccccc1)N(CCN(C)C)C(=O)Nc1cccc(Br)c1 (stereo not given)	2.5	0.8	-11.4
CN(C)c1nc(NN(c2ccccc2)c2ccccc2)nc(N(C)C)n1	-0.5	.	-4.6
CC(C)CCn1c(N2CCc3ccccc3C2)nc2c1c(=O)[nH]c(=O)n2C	-3.1	-5.3	30.9
O=C(c1cn(CC2CCCCC2)nn1)N1CCN(C/C=C/c2ccccc2)CC1	-9.8	-10.1	12.2
CCOC(=O)N1CCN(S(=O)(=O)N2CCc3sccc3C2)CC1	4.9	.	4.0
Cc1ccc2nc(N(Cc3ccccn3)C(=O)c3cccc(S(C)(=O)=O)c3)sc2c1	-1.8	-8.5	-3.8
CCCN(Cc1nnc(-c2ccco2)o1)C(=O)C=Cc1cc(C)n(-c2cc(C)on2)c1C	-9.4	.	6.3
CCC(O)CN(Cc1ccccc1)Cc1cccn1Cc1ccccc1C (stereo not given)	-4.6	-4.2	29.4

Sorted by molecular weight (smallest number first): part of the list above
SMILES	hcGAS lum	mcGAS lum	NPYLR7 ag
Cc1ccc2nc(N=C(N)N)nc(C)c2c1	-1.8	-3.0	6.1
C=CCN(Cc1cccn1Cc1ccc(F)cc1)CC(C)O (stereo not given)	-5.5	-3.2	-4.7
COc1cc(-c2nc(Cn3cccn3)c(C)o2)cc2c1OCO2	-10.5	.	2.9
O=C(c1ccc(Br)cc1F)N1CCCc2ccccc21	-12.1	.	9.4
CN(C)c1nc(NN(c2ccccc2)c2ccccc2)nc(N(C)C)n1	-0.5	.	-4.6
CNC(=O)CN1c2ccccc2C(=O)N(C)C1c1ccc(C2CC2C)o1 (stereo not given)	-3.1	-2.8	-3.2
CCOC(=O)N1CCN(S(=O)(=O)N2CCc3sccc3C2)CC1	4.9	.	4.0
COc1cccc(C2=NN(C(=O)c3ccco3)C(c3ccccc3O)C2)c1 (stereo not given)	-8.1	.	-5.5
CCC(O)CN(Cc1ccccc1)Cc1cccn1Cc1ccccc1C (stereo not given)	-4.6	-4.2	29.4
CC(C)CCn1c(N2CCc3ccccc3C2)nc2c1c(=O)[nH]c(=O)n2C	-3.1	-5.3	30.9
O=[N+]([O-])c1ccc(Cn2c3[n+](c4ccc(C(F)(F)F)cc42)CCCCC3)cc1	-4.0	.	1.6
O=C(c1cn(CC2CCCCC2)nn1)N1CCN(C/C=C/c2ccccc2)CC1	-9.8	-10.1	12.2
CCN(CC)C(=O)c1ccc2sc([C@@H]3O[C@H](CO)[C@H](O)[C@H](O)[C@H]3O)nc2c1	-8.1	-7.2	-0.9
CN(C(=O)CC1C(=O)NCCN1Cc1c(F)cccc1Cl)C1CCOCC1 (stereo not given)	0.3	.	-9.9
O=C(c1cccc(F)c1)N(Cc1nccn1Cc1ccc(Cl)cc1Cl)CC1CC1	-3.8	-8.3	3.4
CCCN(Cc1nnc(-c2ccco2)o1)C(=O)C=Cc1cc(C)n(-c2cc(C)on2)c1C	-9.4	.	6.3
O=C(c1cccc(F)c1)N1CCN(c2nc(-c3ccc(Cl)cc3)nc3ccccc23)CC1	-6.8	-4.1	16.9

(continued)
SMILES	hcGAS lum	mcGAS lum	NPYLR7 ag
COCCN(Cc1cccc(OS(=O)(=O)c2ccc(F)cc2)c1)S(=O)(=O)c1ccc(Cl)cc1	-10.2	-4.8	.
Cc1c(Cl)cccc1NC(=S)NC(=O)CCN1C(=O)c2ccccc2C1=O	-0.2	-3.9	2.1
CC(=O)N1CCC(N2C[C@@H](COCC3CC3)[C@H](c3ccncc3)C2)CC1	-13.9	-5.9	.
O=C(O)C1CC(=O)N(Cc2nc(-c3ccccc3)n[nH]2)C1 (stereo not given)	-4.9	.	18.8
Cc1cc(=O)n2nc(Oc3ccc(C#N)cc3Cl)sc2n1	-4.2	.	2.7
CN(CC(=O)NC(C)(C#N)C1CC1)c1ccc2ccccc2c1 (stereo not given)	1.7	0.4	-2.2
COC(=O)c1c(NC(=O)CN(C)Cc2cccc(F)c2)sc2c1CCCC2	-1.8	-5.0	8.1
COC(=O)C1CCN(C(=O)Cc2c(C)nc(SCc3ccccc3F)[nH]c2=O)CC1	-6.8	-13.3	-8.2
COc1ccc(C(C)(C)C)cc1NC(=O)c1sccc1C	-12.0	.	1.6
c1nc(Nc2ccc3c(c2)OCCCO3)c2c3c(sc2n1)CCC3	-6.1	.	8.6
Cc1ccsc1[C@@H]1CCN(C(=O)Cc2cn3ccsc3n2)C[C@H]1O	-4.7	-8.5	7.3
C=CCN(C(=O)c1ccc(-c2cccc(Cl)c2)s1)C1CCCCC1	-8.8	-8.1	1.6
O=C(CC12CC3CC(CC(Br)(C3)C1)C2)OCCN1CCOCC1	1.8	-0.1	-0.4
CCc1nc2ccc(C(=O)N(C)Cc3ccccc3)cn2c1N(CC)Cc1ccc(OC)c(OC)c1	-3.4	-3.9	21.7
CCCCN(C(=O)c1ccc2c(c1)OCCO2)C(C)CC (stereo not given)	-4.8	.	7.0
COCCn1c(C(=O)Nc2ccccc2C(N)=O)cc2c(=O)n(C)c(=O)n(C)c21	-7.3	-6.8	-1.1
Cc1ccc(C=Cc2nc(SCC(=O)Nc3ccc(S(N)(=O)=O)cc3)n[nH]2)o1	-0.5	-4.6	2.8
c1cncc(-c2nccn2-c2ccc(OCc3ccco3)cc2)c1	-3.4	.	23.6
CC(C)Cn1c(CN2CCC(Cc3ccccc3)CC2)nc2c1c(=O)n(C)c(=O)n2C	1.0	.	1.8
Cc1ccc(NC(=O)CNCC(C)c2ccccc2)c(C)c1 (stereo not given)	-5.0	-11.9	-1.6
CCCOc1ccccc1C1NC(=O)NC(C)=C1C(=O)OC1CCCC1C (stereo not given)	-6.7	.	3.5
CC(C)(CNS(=O)(=O)c1cccc(F)c1)N1CCCCC1	-12.4	-8.0	3.0
O=C(c1ccccc1)N1CCN(C(=O)c2cccc3nccnc23)CC1	-5.6	.	2.6
Cc1cccc(OCCNC(=O)N2CCN(S(=O)(=O)c3cccc(Br)c3)CC2)c1	-4.4	.	10.6
CCOC(=O)CCC(=O)N1CCC(Cc2ccc(C(F)(F)F)cc2)CC1	-1.2	-2.4	15.2

Screening data from PubChem.
